Screening results as filed in PubChem BioAssay.
TLR9-MyD88 inh: inhibitors of TLR9-MyD88 association in cells, primary screen, cell-based, CHO, BLA complementation, fluorescence. inhibition, % at 4.98 µM. CCF4 FRET ratio. AID 504734, 2011. 340,000 tested, 0.21% active. Toll-like receptor 9 (Homo sapiens) + Myeloid differentiation primary response protein …;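 active = inhibition above the mean over all tested compounds plus 3 SD, cut at about 21% in these data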;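 note: 0% = DMSO only wells and 100% = clavulanate BLA inhibitor control wells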
MC4R antagonist: MC4R antagonists of cAMP signaling, primary screen, cell-based, TR-FRET, antagonist arm of biased-ligand search. MC4R-expressing cells, MTII-stimulated cAMP, LANCE TR-FRET. AID 540295, 2011. 360,000 tested, 0.48% active. inhibition, % at 6.5 µM. Melanocortin receptor 4 (Homo sapiens), P32245;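 active = inhibition above its plate's cutoff, the mean of tested wells on that plate plus 3 SD, cut at about 29% in these data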;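 note: 0% = Melanotan II alone and 100% = Melanotan II plus saturating MCL0020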
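Material – human MC4R-expressing U2OS cells · Repeats – no replicates · Detection – TR-FRET with Eu-cAMP and labeled anti-cAMP, 671 nm · Times – compound 30 min, challenge 1 h, detection 1 h · Compound – single nominal compound dose of 6.5 µM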
Cardio protect: cardioprotection against H2O2-induced cell death, primary screen, uHTS, H9c2 cells, ATPLite luminescence | 360,000 tested, 0.63% active | H9c2 cardiomyocytes, H2O2 injury protection, 2 h | AID 588492, 2011 | protection from H2O2 cell death, % at 20 µM;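 active = compounds giving at least 50% protection of heart cells from peroxide-induced death in the single-dose screen, raw or plate-pattern-corrected value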;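 note: 0% = DMSO wells with peroxide and 100% = DMSO wells without peroxide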
MC4R ag barr: MC4R agonists recruiting beta-arrestin, primary screen, cell-based, luminescence, agonist arm of biased-ligand search. Melanocortin receptor 4 (Homo sapiens), P32245. U2OS MC4R beta-arrestin complementation; percent of melanotan II response, DMSO zero. activation, % at 8.9 µM. 360,000 tested, 0.98% active;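 active = activation above a per-plate cutoff, the mean activation of sample wells on that plate plus 3 SD, cut at about 8% in these data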
ABCB6 inh 2: ABCB6 transporter inhibitors, primary screen, K562-ABCB6 cells, flow cytometry, MLPCN library. 360,000 tested, 0.19% active. K562-ABCB6 porphyrin accumulation, 1 h; hits give low values. fluorescence ratio to DMSO, % at 10 µM. ATP-binding cassette sub-family B member 6 (Homo sapiens), Q9NP58;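 active = fluorescence ratio to DMSO below 75%, the collection mean minus 3 SD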;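 note: signal is porphyrin accumulated inside mitochondria; 100% equals median channel fluorescence of DMSO control wells; lower ratio means ABCB6 inhibition with less porphyrin fluorescence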
N-glyco inh: increase of ERlucT glycosylation luciferase signal, primary screen, N-linked glycosylation inhibitor project, D54 ERlucT cells, luminescence, set 2; D54 ERlucT glycosylation luciferase reporter, 24 h; percent of 100 nM tunicamycin response; reporter increase, % at 12.5 µM; 360,000 tested, 0.23% active;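 active = mean luciferase reporter signal, scaled so untreated is 0 and the glycosylation-blocking control 100, at or above a set limit in every replicate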;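 note: luciferase carries N-glycosylation sites so blocking glycosylation raises the light; 0% = median of neutral control wells and 100% = median of 100 nM tunicamycin wells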
NOD2 RIPK2 PPI: NOD2-RIPK2 binding disruptors in cells, primary screen, fluorescence, CHO cells, BLA complementation; Receptor-interacting serine/threonine-protein kinase 2 (Homo sapiens), O43353; inhibition, % at 4.98 µM; CCF4 ratio; AID 624267, 2012; 360,000 tested, 0.38% active; in the data active = inhibition above about 21%;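 note: 0% = vehicle only and 100% = reference blocker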
ABHD5 PLIN5 PPI: ABHD5-PLIN5 interaction inhibitors, primary screen, cell lysate, split luciferase complementation, luminescence | Perilipin-5 (Homo sapiens) + 1-acylglycerol-3-phosphate O-acyltransferase ABHD5 (Homo … | Split G. princeps luciferase complementation, 4 h | inhibition, % at 4 µM | 360,000 tested, 0.78% active | AID 602281, 2012;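 active = inhibition above the mean inhibition across every tested compound plus 3 SD, cut at about 22% in these data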;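 note: 0% = DMSO only wells and the 100% control is not disclosed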
Target sequence (Q00G26 whole entry, looked up): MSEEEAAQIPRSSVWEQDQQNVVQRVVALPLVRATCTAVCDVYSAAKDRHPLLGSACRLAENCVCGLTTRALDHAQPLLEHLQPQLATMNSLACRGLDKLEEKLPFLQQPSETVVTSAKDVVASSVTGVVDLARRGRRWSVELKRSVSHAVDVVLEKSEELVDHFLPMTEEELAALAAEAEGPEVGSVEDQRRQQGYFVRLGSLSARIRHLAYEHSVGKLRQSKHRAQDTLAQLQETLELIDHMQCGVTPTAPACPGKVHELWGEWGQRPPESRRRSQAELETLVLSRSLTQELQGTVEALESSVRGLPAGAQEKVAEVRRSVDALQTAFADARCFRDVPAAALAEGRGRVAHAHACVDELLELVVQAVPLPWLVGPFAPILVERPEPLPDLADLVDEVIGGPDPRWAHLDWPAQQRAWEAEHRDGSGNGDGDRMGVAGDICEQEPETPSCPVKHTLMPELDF
Target sequence (Q8WTS1 whole entry, looked up): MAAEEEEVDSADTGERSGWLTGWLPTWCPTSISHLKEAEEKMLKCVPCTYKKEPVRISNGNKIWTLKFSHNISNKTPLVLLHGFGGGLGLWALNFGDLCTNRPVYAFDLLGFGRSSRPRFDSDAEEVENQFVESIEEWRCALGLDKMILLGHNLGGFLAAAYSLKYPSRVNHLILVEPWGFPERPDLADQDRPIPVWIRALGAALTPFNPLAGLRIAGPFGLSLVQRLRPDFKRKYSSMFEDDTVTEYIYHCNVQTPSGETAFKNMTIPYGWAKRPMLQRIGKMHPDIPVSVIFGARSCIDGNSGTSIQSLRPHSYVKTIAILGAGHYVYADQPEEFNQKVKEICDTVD
HTR2A ag: mouse Htr2a agonists via beta-arrestin recruitment, primary screen, cell-based, luminescence. CHO-K1 mHTR2A beta-arrestin complementation; percent of 30 µM serotonin response. activation, % at 7.6 µM. 360,000 tested, 0.66% active;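 active = activation above a run cutoff, the mean activation of all tested compounds plus 3 SD, cut at about 14% in these data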;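 note: 0% = plate median of compound wells and 100% = 30 µM serotonin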
NCOA2 inhibitor: inhibition of GAL4-SRC2 driven luciferase reporter, primary screen, SRC2 inhibitor project, cell-based, luminescence | Nuclear receptor coactivator 2 (Homo sapiens), Q15596 | HEK293 GAL4-SRC2 luciferase reporter | inhibition, % at 9 µM | 370,000 tested, 0.17% active;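 active = inhibition above the mean inhibition of all tested compounds plus 3 SD, set per campaign, cut at about 52% in these data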;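 note: 0% = DMSO treated cells and 100% = cells given Gossypol at 36 µM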
* = called active by the depositor; nt = no result given.

Each structure is followed by: ABCB6 inh 2, MC4R ag barr, N-glyco inh, NCOA2 inhibitor, NOD2 RIPK2 PPI, MC4R antagonist, Cardio protect, TLR9-MyD88 inh, HTR2A ag, ABHD5 PLIN5 PPI
> CCCCc1cc(=O)oc2cc(OCC(=O)NCc3ccccn3)ccc12
    95.0, -2.9, 0.4, -0.1, 5.3, 2.6, -3.3, -2.4, -5.2, -5.0
> CC(C)c1ccc(CN(C)CC(O)c2ccccc2)cc1 (configuration not stated)
    103.0, 2.9, -1.4, 3.2, -8.8, 8.1, 4.9, -8.6, -1.2, -0.3
> O=C(Cc1ccc(Cl)c(Cl)c1)N/N=C/c1cccnc1
    94.0, -0.4, -1.4, -6.5, 2.7, 12.2, -3.0, -0.4, 4.5, 1.4
> CCOC(=O)C1(Cc2ccccc2C)CCCN(C(=O)c2ccccn2)C1 (configuration not stated)
    95.0, -3.2, -2.0, -29.2, 8.8, -0.2, 8.9, -0.6, -1.0, 1.5
> O=C(O)c1cnn2c1C(=O)N(Cc1cccs1)CC2
    101.0, 1.3, -0.1, -0.5, -4.9, -4.7, -3.4, nt, 5.3, -4.8
> O=[N+]([O-])c1ccc2[nH]ncc2c1
    95.0, 0.5, -0.2, 4.2, 1.8, -10.6, -6.0, -9.9, 2.4, 2.8
> Cc1noc(C)c1S(=O)(=O)NC1CCN(Cc2ccccc2)CC1
    98.0, 1.6, 0.3, -11.7, -5.5, 11.3, 7.7, 7.6, 2.7, 2.7
> O=C(Nc1ccccc1C(=O)NCc1ccccc1)c1ccco1
    94.0, -1.4, -4.0, 5.5, -4.4, -0.6, 10.0, 5.1, -2.2, -6.8
> O=C(Nc1c(C(=O)N2CCCCC2)cnn1-c1ccccc1)c1ccccc1F
    91.0, -1.5, 1.7, -4.6, -5.5, 10.0, 6.5, -1.0, 13.9, -6.7
> COc1ccc(C2NN=C(c3ccc(C)cc3)S2)cc1OC (configuration not stated)
    96.0, 1.2, -6.8, -22.5, 1.1, 21.6, -24.5, -3.3, -0.3, -1.2

One compound at a time, from the list above. Screens in order: ABCB6 inh 2	MC4R ag barr	N-glyco inh	NCOA2 inhibitor	NOD2 RIPK2 PPI	MC4R antagonist	Cardio protect	TLR9-MyD88 inh	HTR2A ag	ABHD5 PLIN5 PPI
Cc1noc(C)c1S(=O)(=O)NC1CCN(Cc2ccccc2)CC1 is listed with 98.0	1.6	0.3	-11.7	-5.5	11.3	7.7	7.6	2.7	2.7
O=C(Cc1ccc(Cl)c(Cl)c1)N/N=C/c1cccnc1 is listed with 94.0	-0.4	-1.4	-6.5	2.7	12.2	-3.0	-0.4	4.5	1.4

(continued)
Each structure is followed by: ABCB6 inh 2, MC4R ag barr, N-glyco inh, NCOA2 inhibitor, NOD2 RIPK2 PPI, MC4R antagonist, Cardio protect, TLR9-MyD88 inh, HTR2A ag, ABHD5 PLIN5 PPI
> O=c1c2ccccc2ncn1CCOCCOc1ccc([N+](=O)[O-])cc1
    93.0, -2.5, 0.2, 4.8, -6.0, -1.6, 8.0, 1.2, -7.6, -4.1
> CCn1c(/C=C/Nc2ccccc2)[n+](CC)c2ccc(C(=O)OCC(F)(F)F)cc21
    100.0, -1.7, 8.0, 5.8, -6.8, 7.3, -27.3, 0.1, -1.1, -2.8
> N[C@@H](Cc1ccccc1)C(=O)N1CCOCC1
    92.0, -1.5, 0.6, -15.2, 1.5, -3.1, 5.0, -15.6, -1.8, 0.0
> O=c1c(-c2ccccc2)cnc2n1CCS2
    88.0, -2.9, 1.2, -3.3, -6.1, 10.9, 0.5, 4.1, -2.4, 2.4
> COc1cc(C2C(c3ccccc3)C(c3cc(OC)cc(=O)o3)C2c2ccccc2)oc(=O)c1 (configuration not stated)
    98.0, -1.4, -1.7, -20.8, 4.5, 11.8, 0.6, -1.8, -1.3, -2.6
> Cc1ccc(NC(=O)CSc2ncccc2C(=O)Oc2cccc([N+](=O)[O-])c2)cc1Cl
    96.0, -0.4, 10.2, 11.5, -0.4, 10.7, -6.8, -1.6, 3.9, 2.6
> O=C(Nc1ccccc1Cl)O/N=C/c1ccncc1
    103.0, 2.4, 1.9, 5.2, -6.1, -5.4, -5.8, -5.1, 4.8, 4.1
> O=C(c1cccc2cccc(O)c12)N1CCCCC1
    108.0, -2.3, 0.0, -9.8, 0.7, 4.0, 6.6, -5.3, -2.1, -7.6
> O=C1c2ccc3c4c(ccc(c24)C(=O)N1c1cccc(O)c1)C(=O)N(c1cccc(O)c1)C3=O
    97.0, -2.2, -1.6, -33.7, 4.1, -19.6, -2.3, 5.8, -10.5, 4.5
> Cc1cc(C)cc(NC(=O)CN2CCN(c3ncccn3)CC2)c1
    100.0, -2.6, 1.2, -4.0, -6.7, -3.8, 8.1, 6.5, 4.5, 1.4
> O=C(NCc1ccccc1)C1=C[C@H](C2CC2)C[C@H](OCCCCO)O1
    100.0, -0.5, 0.9, -9.8, 2.1, 6.4, 5.9, -9.0, -1.0, -1.3
> CCN(c1ccc(NC(=O)COC(=O)c2ccc3ccccc3n2)cc1)C(C)C
    101.0, -0.4, 3.2, 3.1, -5.2, 6.5, -5.0, -5.7, 3.1, 3.1
> CC1CCCN(C(=O)Cc2ccc(F)cc2)C1 (configuration not stated)
    90.0, -1.4, 0.5, -31.4, -7.8, 13.0, 0.6, 8.6, 0.4, -4.2
> CCOc1ccccc1C1C(C(N)=O)=C(C)Nc2nc(-c3cccc(C)c3)nn21 (configuration not stated)
    100.0, -1.4, 0.0, 2.3, -9.5, 3.7, -4.4, 3.3, 5.2, 1.3
> Cc1c(Br)c(C(F)(F)F)nn1CC(=O)N(C)C1CCCCC1
    94.0, -2.3, 1.0, 6.3, -2.5, 17.8, 0.2, -3.1, -3.0, -2.7
> Cc1ccc(S(=O)(=O)N2CCCC(C(=O)N3CCN(c4ccccc4)CC3)C2)cc1 (configuration not stated)
    102.0, -3.2, -1.7, -9.2, 4.9, 8.7, -6.2, -19.6, -5.8, 6.2
> CC(=O)c1ccc(-n2nnnc2SCC(=O)Nc2cccc(NC(=O)c3ccco3)c2)cc1
    95.0, 2.3, -2.8, 0.1, -11.1, -3.2, 9.9, -1.3, -2.5, 1.2
> CCOc1ncccc1C(=O)OCc1ccc(C#N)cc1
    95.0, -2.1, 1.2, 5.5, -9.3, 2.0, 1.5, 7.8, -1.8, 1.6
> O=C(CSc1nnc(CNC(=O)C23CC4CC(CC(C4)C2)C3)n1-c1ccc(F)cc1)Nc1ccccc1
    101.0, -1.7, -1.6, 5.0, 4.3, 4.1, 3.6, 6.0, -0.1, -2.0
> COc1cc(OC)cc(-c2nnc(SCc3c(F)cccc3Cl)o2)c1
    99.0, 2.5, 2.9, -15.7, 2.5, -8.7, -6.1, 1.5, -1.8, -3.8
> CNC(=O)C[C@@H]1C(=O)N(CCc2ccccc2)CC1(C)C
    102.0, -4.0, 1.8, 9.2, 1.7, 1.3, -5.1, 8.6, 9.4, -6.8
> COc1cc(C(=O)N2CCN(c3cccc(Cl)c3)CC2)ccc1OCC(=O)N1CCOCC1
    94.0, -2.7, -0.1, -21.7, -8.3, 4.7, -4.9, 0.7, -6.8, 5.7
> CN(Cc1ccccc1Br)C(=O)CSc1nnnn1C1CC1
    98.0, 0.7, -1.9, -38.1, -15.2, -5.8, 1.1, -8.8, 10.9, -0.3
> C=CCn1c(SCC(=O)c2cc(C)n(C)c2C)nnc1-c1ccncc1
    99.0, 0.2, -3.2, -0.8, -6.6, 1.5, 11.2, -0.9, 6.3, -3.0
> CCOc1ccc2nc(SCC(=O)Nc3cccc(S(=O)(=O)NC4=NCCCCC4)c3)[nH]c2c1
    105.0, -1.0, 0.2, -5.1, 1.6, 3.5, 4.6, -7.3, -4.4, -5.2
> Cc1cc2c(=O)[nH]c(Cc3ccccc3)nc2s1
    100.0, -2.0, 3.8, 16.1, -10.3, 1.8, -0.6, -2.3, 1.5, 6.1
> Cc1ccc(S(=O)(=O)NC(=O)C2(C)CCN2C(=O)c2cccc(F)c2)nc1 (configuration not stated)
    98.0, 0.5, 1.6, 2.5, 2.2, 1.6, 2.2, nt, -1.6, 2.6
> Cc1csc(SCC(=O)Nc2sccc2C#N)n1
    103.0, -0.5, -17.1, -26.9, 1.9, 4.2, -3.0, -21.0, 2.7, -6.9
> O=C(CCl)NCc1c(Cl)cccc1-n1cccc1
    96.0, -1.6, -4.1, 51.6, -7.4, 12.4, 12.5, 2.5, 0.4, -4.2
> CCOc1cc(C(=O)Nc2ccc3c(c2)OCO3)ccc1OC(F)F
    93.0, -0.4, 0.7, -39.0, 6.9, 0.5, -6.4, -4.9, -2.0, -4.1
> CN(C)c1ccc(CN(C(=O)C2COc3ccccc3O2)C2CCS(=O)(=O)C2)cc1 (configuration not stated)
    97.0, -1.5, 0.1, 21.9, -0.7, 8.9, 4.7, -3.8, -1.1, -0.6
> CCOC(=O)COc1ccc(-c2nnc(-c3ccccc3)o2)cc1
    93.0, 0.6, -0.5, 16.8, 0.0, 16.5, -4.4, 3.6, 4.0, -6.8
> Cc1cc(NC(=O)c2ccccc2F)ncc1NC(=O)c1cccs1
    98.0, -2.1, 1.0, -71.9, -9.9, 24.5, 5.2, 4.4, -3.1, 3.4
> COc1cc(-c2cnc3c(NC=O)cc(-c4cccc(NC(C)=O)c4)cn23)cc(OC)c1OC
    99.0, -2.2, 15.4, 6.3, -7.0, -64.6, 53.6*, nt, -0.9, 8.9

Quoted at random: four entries already listed, in no set order.
Each structure is followed by: ABCB6 inh 2, MC4R ag barr, N-glyco inh, NCOA2 inhibitor, NOD2 RIPK2 PPI, MC4R antagonist, Cardio protect, TLR9-MyD88 inh, HTR2A ag, ABHD5 PLIN5 PPI
> CN(C)c1ccc(CN(C(=O)C2COc3ccccc3O2)C2CCS(=O)(=O)C2)cc1 (configuration not stated)
    97.0, -1.5, 0.1, 21.9, -0.7, 8.9, 4.7, -3.8, -1.1, -0.6
> Cc1cc(NC(=O)c2ccccc2F)ncc1NC(=O)c1cccs1
    98.0, -2.1, 1.0, -71.9, -9.9, 24.5, 5.2, 4.4, -3.1, 3.4
> CCOC(=O)COc1ccc(-c2nnc(-c3ccccc3)o2)cc1
    93.0, 0.6, -0.5, 16.8, 0.0, 16.5, -4.4, 3.6, 4.0, -6.8
> COc1cc(-c2cnc3c(NC=O)cc(-c4cccc(NC(C)=O)c4)cn23)cc(OC)c1OC
    99.0, -2.2, 15.4, 6.3, -7.0, -64.6, 53.6*, nt, -0.9, 8.9

Some of the compounds tested; the hit share may differ from the screen's.
